# SRC1 TRFRET art = counter-screen for PPARgamma SRC-1 recruitment agonists: TR-FRET artefact. TR-FRET detection artefact counter-screen, emission ratio; hits give high values. TR-FRET ratio at 8 µM. hit rate 0.34% among 99,000. AID 1051; in the data active means TR-FRET ratio above about 2300; further: inactives centre near 1800; reference of the scale not given here
# SRC3 TRFRET art = TR-FRET artefact, counter-screen to PPARgamma/SRC-3 agonist assay | PPARgamma/SRC-3 format; hits give high values | TR-FRET ratio at 8 µM | hit rate 0.39% among 99,000 | AID 1048; in the data active means TR-FRET ratio above about 2000; further: inactives centre near 1600; reference of the scale not given here
# An asterisk follows results filed as active.
SMILES,SRC1 TRFRET art,SRC3 TRFRET art
CC(C)c1cc(Br)ccc1OCCN1C(=O)NC(C)(C)C1=O,1959,1462
O=C(CN1CCC(NC(=O)c2ccccc2F)CC1)Nc1ccc2c(c1)OCCO2,1754,1707
O=C(Nc1ccc(N2CCCC2)c(Cl)c1)c1ccco1,2117,1682
O=C(CCCn1cnc([N+](=O)[O-])n1)Nc1cccc(O)c1,1648,1579
Cc1cc(NC(=O)COC(=O)c2c(C)noc2C)ccc1Br,1633,1739
Cc1ccc2nc(-c3ccccc3N)[nH]c2c1,1915,1810
CCn1c(=O)c(C)nn2c3ccccc3nc12,1694,1626
NC(=O)CSc1nnnn1-c1cccc(Cl)c1,1933,1495
CCn1cnc2c1c(=O)n(CC(=O)NCC(F)(F)F)c(=O)n2Cc1ccccc1,1806,1609
CCOc1ccc(C(=O)NCC(c2cccs2)N(C)C)cc1OCC (stereo unspecified),1761,1830
CCOc1ccccc1Nc1nnc(SCC(=O)NC(Cc2c[nH]c3ccccc23)C(=O)O)s1 (stereo unspecified),1609,1468
CCN(CC)S(=O)(=O)c1ccc2oc(C(=O)N3CCCCCC3)c(C)c2c1,1792,1459
O=C(Oc1cc(=O)oc2ccccc12)c1cccnc1Cl,1607,1616
Cc1ccc2c(c1)C(=O)C(=O)N2CCOc1ccccc1,1609,1372
COc1ccc(C2N(Cc3ccccc3)CC(=O)N2/N=C(\C)c2ccccc2)cc1 (stereo unspecified),1858,1423
S=c1[nH]nc(-c2cccnc2)n1C1CCCCC1,2013,1612
COc1ccc(CN2CCN(CCCc3ccccc3)CC2)c(OC)c1,1745,1596
COc1ccc(-c2nc3ccccn3c2/N=C/c2ccc(OC)c(OC)c2)cc1O,2052,1690
CC(C)(C)C(=O)NC(C(N)=O)=C(Cl)Cl,2027,1569
CC1=CC(=C(C#N)c2nc3ccccc3s2)C=C(C)N1CC1CCCO1 (stereo unspecified),1830,1643
Cc1nn(CCCC(=O)N2CCN(c3ccc(F)cc3)CC2)c(C)c1[N+](=O)[O-],1827,1632
Cc1ccccc1C(=O)NC(=S)Nc1ccccc1C(=O)O,1739,1562
COc1ccc(C(=O)/C=C/c2cccs2)c(OC(=O)N2CCOCC2)c1,1756,1600
CCN(C(=O)COC(=O)c1cccnc1Nc1ccccc1F)C1CCS(=O)(=O)C1 (stereo unspecified),1924,1779
Cc1nn(CCc2nc(-c3ccco3)cs2)c2[nH]c(=O)cc(C(F)(F)F)c12,1614,2055*
COC(=O)CCCCCCCCCCN1CCCCC1,1648,1558
CCNc1nc(C)c2cc(Br)c(=O)n(CC)c2n1,1795,1731
O=C1c2ccccc2C2=Nc3ccccc3SC(c3cccc(F)c3)C12 (stereo unspecified),1806,1464
Cc1ccc(Cl)cc1NC(=S)N(CCCN1CCN(C)CC1)Cc1ccco1,1731,1550
Cc1ccc(-n2c(C)cc(C(=O)CSc3nnc4ccccn34)c2C)cc1,1764,1438
O=C(N/N=C/c1ccccc1O)c1cccc(C(F)(F)F)c1,1737,1843
COc1ccccc1CN1CCNC(=O)C1CC(=O)N(C)Cc1cnccn1 (stereo unspecified),1703,1677
CCN(CC)S(=O)(=O)c1ccc(NC(=O)c2cccnc2Cl)c(NC(=O)c2cccnc2Cl)c1,1703,1567
CCn1ncc(Br)c1C(=O)Nc1ccc(F)c([N+](=O)[O-])c1,1528,1358
O=Cc1ccc(OCC(=O)Nc2ccccc2C(F)(F)F)cc1,1732,1600
N#Cc1cnn2c(-c3ccc(Cl)cc3Cl)ccnc12,1735,1268
Cc1nnc(NC(=O)CSc2nc3c(c(=O)n2CCc2ccccc2)SC(C)C3)s1 (stereo unspecified),1582,1506
COc1ccc(-c2nc3ccccc3n2OC(C)C(=O)O)cc1 (stereo unspecified),1925,1597
Cc1nn(-c2ccccc2[N+](=O)[O-])c(=O)c2ccccc12,1881,1249
COc1ccc(Cl)cc1NC(=O)CNc1ccc(F)cc1C,1611,1665

# Full records, quoted from the list. Order of values: SRC1 TRFRET art, SRC3 TRFRET art
# O=C1c2ccccc2C2=Nc3ccccc3SC(c3cccc(F)c3)C12 (stereo unspecified) is listed as 1806, 1464
# Cc1nn(CCc2nc(-c3ccco3)cs2)c2[nH]c(=O)cc(C(F)(F)F)c12 is listed as 1614, 2055*
# CCN(C(=O)COC(=O)c1cccnc1Nc1ccccc1F)C1CCS(=O)(=O)C1 (stereo unspecified) is listed as 1924, 1779
# COc1ccc(C(=O)/C=C/c2cccs2)c(OC(=O)N2CCOCC2)c1 is listed as 1756, 1600

# Other entries follow:
SMILES,SRC1 TRFRET art,SRC3 TRFRET art
CC(C)c1ccc(/C=C2\SC(N3CCCC3)=NC2=O)cc1,1791,1536
C#CCn1c(=NC(=O)c2cc(Cl)sc2Cl)sc2cc(S(N)(=O)=O)ccc21,2299,2182*
Cc1ccc(Cn2ccc(NC(=O)c3cc(-c4cccs4)on3)n2)cc1,1775,1704
O=c1c2cc(N3CCOCC3)ccc2[nH]c(=S)n1CCN1CCCC1,1897,1367
CC/C(Cc1ccccc1)=N/NC(=O)CCn1nnc2ccccc21,2121,1862
Cc1ccc(C(=O)CSc2nnc(-c3ccncc3)n2C)cc1,1788,1438
CCOc1cc(C(=O)NC2=NCCS2)cc(OCC)c1OCC,1653,1633
COC(=O)c1ccc(CSc2nnc(-c3ccccc3)n2C)o1,1619,1263
CN(c1ccc2nc3ccccc3c(=O)n2n1)C1CCCCC1,1736,1622
CCC(CO)NCC#Cc1ccccc1 (stereo unspecified),1804,1496
O=Cc1ccc(OC(=O)c2cc(Cl)nc3ccccc23)cc1,1457,1714
CCOC(=O)C1CCN(c2c(NCc3ccc(C(=O)N(C)Cc4ccccc4)cc3)c(=O)c2=O)CC1,1842,1682
COc1ccccc1N1CCN(c2cnccn2)CC1,1916,1638
CCCCc1ccc(NC(=S)NCCc2ccc(F)cc2)cc1,1825,1579
CC1(C)CC(NCc2ccccc2)CCO1 (stereo unspecified),1679,1480
CN(C)CCCN(C(=O)c1ccc(S(=O)(=O)N(C)C)cc1)c1nc2ccc(F)cc2s1,1923,1676
NNC(=O)c1ccc(COc2ccccc2)cc1,1721,1856
Cc1ccc(C(=O)NC(=S)Nc2nc(-c3cccc([N+](=O)[O-])c3)cs2)c(Cl)c1,1606,1675
Cc1cccc(OC(=O)CCN2C(=O)C3C4C=CC(C5CC45)C3C2=O)c1C (stereo unspecified),1925,1691
Cc1cc(C)n(CCc2nc(-c3ccc(C(C)(C)C)cc3)cs2)n1,1923,1805

# Molecules above that contain an NH in an aromatic ring, in the order listed:
SMILES,SRC1 TRFRET art,SRC3 TRFRET art
Cc1ccc2nc(-c3ccccc3N)[nH]c2c1,1915,1810
CCOc1ccccc1Nc1nnc(SCC(=O)NC(Cc2c[nH]c3ccccc23)C(=O)O)s1 (stereo unspecified),1609,1468
S=c1[nH]nc(-c2cccnc2)n1C1CCCCC1,2013,1612
Cc1nn(CCc2nc(-c3ccco3)cs2)c2[nH]c(=O)cc(C(F)(F)F)c12,1614,2055*
O=c1c2cc(N3CCOCC3)ccc2[nH]c(=S)n1CCN1CCCC1,1897,1367

# (cont.)
SMILES,SRC1 TRFRET art,SRC3 TRFRET art
CC(=O)N1CCc2cc(S(=O)(=O)NCCC(=O)NC3CCN(Cc4ccccc4)CC3)ccc21,1543,1782
N#Cc1cc(-c2ccccc2)nc(Oc2ccccc2)n1,1744,1536
CCOC(=O)N1CCC(=NNC(=O)c2cc3ccccc3cc2O)CC1,2105,1880
Cc1ccc(Cl)cc1NC(=O)c1ccccc1OCC(=O)Nc1ccc(Cl)cc1,1825,1545
CC(=O)Nc1ccc(Nc2ccc3c4c(cc(=O)n3C)-c3ccccc3C(=O)c24)cc1,1780,1544
Cc1ccc(-c2cc(=O)c3ccc(Cl)cc3[nH]2)cc1,1700,1434
CCSc1nnc(NC(=O)[C@@H](NC(=O)c2ccccc2F)C(C)C)s1,1582,1574
CCCCNC(=O)c1ccc(CS(=O)(=O)Cc2ccccc2F)o1,1847,1447
CCOc1ccc(CCNC(=O)CSc2nnnn2C)cc1OCC,1724,1401
CCOC(=O)C1CCCN(Cc2ccccc2C)C1 (stereo unspecified),1916,1509
CCCC(CCC)C(=O)Nc1ccc2c(c1)N(C(=O)CCN1CCN(C)CC1)c1ccccc1CC2,2116,1672
Cc1ccc(S(=O)(=O)N(C)C)cc1-n1c(SCC(=O)Nc2ccc(F)cc2Cl)nc2ccccc2c1=O,1944,1875
O=C(N/N=C/c1ccc(-c2ccc(Br)cc2)o1)c1ccc2c(c1)OCO2,1661,1473
O=C(CC1NCCNC1=O)Nc1cc(Cl)cc(Cl)c1 (stereo unspecified),1811,1543
CC(C)(C)N(Cc1cc2ccccc2[nH]c1=O)C(=O)C1CCCCC1,1801,1583
Cc1ccc(NC(=S)N(CCN(C)C)C(C)c2cccnc2)c(C)c1 (stereo unspecified),1642,1611
CC(=O)c1c(C)[nH]c(C(=O)Nc2ccc(C)c(S(=O)(=O)N(C)C)c2)c1C,1724,1509
Fc1ccc(C2=Nc3cccc4cccc(c34)N2)cc1,1883,1360
COc1cc(OC)c(C2=NOC(C(=O)N3CCN(C(=O)c4ccco4)CC3)C2)cc1Cl (stereo unspecified),1757,1555
Cc1cccc(N=CC=C2OC(C)(C)C(C)(C)O2)c1,1671,1628

# Next section, overlapping the part above by 6 compounds.
SMILES,SRC1 TRFRET art,SRC3 TRFRET art
CC(C)(C)N(Cc1cc2ccccc2[nH]c1=O)C(=O)C1CCCCC1,1801,1583
Cc1ccc(NC(=S)N(CCN(C)C)C(C)c2cccnc2)c(C)c1 (stereo unspecified),1642,1611
CC(=O)c1c(C)[nH]c(C(=O)Nc2ccc(C)c(S(=O)(=O)N(C)C)c2)c1C,1724,1509
Fc1ccc(C2=Nc3cccc4cccc(c34)N2)cc1,1883,1360
COc1cc(OC)c(C2=NOC(C(=O)N3CCN(C(=O)c4ccco4)CC3)C2)cc1Cl (stereo unspecified),1757,1555
Cc1cccc(N=CC=C2OC(C)(C)C(C)(C)O2)c1,1671,1628
COC(=O)c1c(NC(=O)CN2CCN(S(=O)(=O)c3ccccc3[N+](=O)[O-])CC2)sc2c1CCC(C)C2 (stereo unspecified),1700,1583
COc1ccc(-c2ccc3nnc(SCC(N)=O)n3n2)cc1,1787,1680
O=[N+]([O-])c1cccc(-c2ccc(/C=N/n3c(-c4ccccc4)n[nH]c3=S)o2)c1,1581,1642
CCOC(=O)c1c(-c2ccccc2)csc1NC(=O)/C(C#N)=C/c1ccc(OC)c(OC)c1,1733,1569
O=C(CNC(=O)c1ccccc1)NCCO,1982,1745
O=C(O)c1cc(-c2ccc(Cl)cc2)n[nH]1,1656,1404
CC1CN(c2ncnc3c2c(-c2ccccc2)cn3-c2ccc(F)cc2)CC(C)O1 (stereo unspecified),1674,1532
O=C(Nc1ccc(F)cc1F)c1ccc(-n2cccn2)c([N+](=O)[O-])c1,1733,1625
CC(C)N1CCN(Cc2nc3ccccc3s2)CC1CCO (stereo unspecified),1831,1674
Oc1ccc(/C=N/Nc2cc(N3CCOCC3)nc(N3CCOCC3)n2)cc1O,2091,1651
O=C(CSC(=S)N1CCOCC1)Nc1nc(=O)c2ccccc2s1,1814,1646
CCOC(=O)C1=C(N)OC2=C(C(=O)CCC2)C1c1cccs1 (stereo unspecified),2172,1520
CCCC(NCC(O)COc1ccc(-c2ccccc2)cc1)c1ccccc1 (stereo unspecified),1688,1478
O=C(NCc1ccco1)c1c(F)cccc1Cl,1561,1739
O=C(Nc1cc(S(=O)(=O)N2CCCCC2)ccc1O)c1ccccc1NS(=O)(=O)c1ccc(F)cc1,1762,1563
Cc1ccc(CN2CCN(Cc3cccc(C)n3)CC2CCO)cc1 (stereo unspecified),1836,1496
CCN(CC)C(=O)CSc1nc2cc3c(cc2c(=O)n1CCCC(=O)NCc1ccc(OC)cc1)OCO3,1851,1657
O=C(Nc1c(-c2cccs2)nc2ccccn12)c1ccc2ccccc2c1,1773,1357
COc1n[nH]c(C(=O)Nc2cc(Cl)ccc2Cl)c1[N+](=O)[O-],1767,1486
O=C(COC(=O)CCc1ccc(S(=O)(=O)N2CCCCC2)cc1)Nc1cccc2ccccc12,1951,1563
COc1ccccc1NC(=O)C(=O)NCc1ccncc1,1853,1499
CNCc1ccccc1Sc1cccc2ccccc12,1900,1566
Cc1nc(N2CCOCC2)[nH]c(=O)c1C,1578,1544
O=C(N/N=C\c1cccnc1)C1c2ccccc2Oc2ccccc21,1643,1523
NC(=O)CSCc1cccc(Br)c1,1671,1737
Cc1cc(NC(=O)CCC(=O)N(CC(=O)NC2CCCC2)Cc2ccc3c(c2)OCO3)no1,2201,1638
CCC(C)Sc1nnc(CSc2nc(C)cc(C)n2)n1C (stereo unspecified),1826,1595
CC1=C(C(N)=O)C(c2cccs2)NC(=S)N1 (stereo unspecified),1618,1699
CCc1ccccc1NC(=S)N(Cc1ccc(C(=O)O)cc1)Cc1ccc(OC)c(OC)c1,1907,1606
Cc1ccc(NC(=O)NC2=NN(c3ccccc3)C(=O)/C2=C2/CCCN2C)cc1,1784,1607
OC(C#CCN1CCCC1)(c1ccccc1)c1cccc(F)c1 (stereo unspecified),1858,1768
CCCCCCCSc1nnc(-c2ccccc2N)c(=O)[nH]1,1719,1587
CCOc1ccc(NC(=O)CSc2ccccc2N)cc1,1782,1680
O=C(N/N=C/c1ccc(OCC(=O)N2CCOCC2)cc1)c1ccccc1Cl,1676,1471
CCC(C)NS(=O)(=O)c1ccc(S(=O)(=O)N(CCc2ccc(OC)c(OC)c2)Cc2cccs2)cc1 (stereo unspecified),2063,1617
Cc1ccc(-n2c(=O)c3c(n4cnnc24)-c2ccccc2CC32CCCCC2)cc1,1859,1642
CCOC(=O)c1c(-c2ccccc2)csc1NC(=O)c1cc(S(=O)(=O)N2CCOCC2)ccc1C,1833,2203*
Cc1ccc(N2C(=O)N(CC(=O)N3CCOCC3)C(=O)C2C)cc1 (stereo unspecified),1952,1563
COc1c([N+](=O)[O-])c(=O)oc2ccccc12,1766,1534
CCN(C(=O)c1sc(N)c(C#N)c1C)C1CCCCC1,1708,1526
CCc1nc2ccc(C(=O)Nc3ccc4c(c3)OCO4)cc2nc1CC,1984,1606
Cc1ccc(-n2[nH]c(C)c(C=Nc3ccc(S(=O)(=O)N4CCOCC4)cc3)c2=O)c(C)c1,1967,1449
O=C(Cc1ccccc1)c1c[nH]c(C(=O)NC2CCCC2)c1,1485,1291

# Screens deposited in PubChem BioAssay by The Scripps Research Institute Molecular Screening Center.
